MCL1 BIM primary – inhibitors of human MCL1 binding to BIM-BH3 peptide; inhibition, % at 10.9 µM; GST-MCL1 / FITC-Bim-BH3 fluorescence polarization; actives 0.68% (n = 320,000); AID 2057;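 active = inhibition above the mean inhibition of all tested compounds plus 3 SD, set per campaign, cut at about 40% in these data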;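 also: 0% = DMSO wells and 100% = unlabeled Bim-BH3 peptide control; higher means more loss of mP so more displacement of Bim peptide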
Target sequence (Q07820 whole entry, looked up): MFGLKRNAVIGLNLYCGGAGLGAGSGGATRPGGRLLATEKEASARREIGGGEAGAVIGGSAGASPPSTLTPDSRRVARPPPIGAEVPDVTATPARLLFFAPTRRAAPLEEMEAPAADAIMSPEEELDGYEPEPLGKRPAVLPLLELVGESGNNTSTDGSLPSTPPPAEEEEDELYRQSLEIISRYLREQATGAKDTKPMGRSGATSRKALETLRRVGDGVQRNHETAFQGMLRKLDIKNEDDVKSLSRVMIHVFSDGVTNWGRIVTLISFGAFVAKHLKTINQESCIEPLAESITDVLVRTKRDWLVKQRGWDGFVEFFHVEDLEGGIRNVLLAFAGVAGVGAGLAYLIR
CR mimetic SO – yeast age-related superoxide inhibition as caloric restriction mimetic; S. cerevisiae aged cells, superoxide DHE fluorescence; hits give low values; actives 0.18% (n = 330,000); superoxide response (% of plate mean), % at 10 µM;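 active = superoxide response under a set limit, about three screen SD below normal, cut at about 65% in these data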;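 also: yeast aged for seven days with compound at 30 °C before DHE staining; 100% = average MFI of all compound-treated wells on the plate with controls excluded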
Fam108B inh – Fam108B inhibition, counter-screen for RBBP9 inhibitors | recombinant Fam108B, FP-Rh probe fluorescence polarization | inhibition, % at 9.51 µM | actives 0.33% (n = 300,000);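 active = inhibition above the screen mean inhibition plus 3 SD, computed separately per campaign, cut at about 18% in these data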;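 also: inhibitors lower polarization as less probe binds the enzyme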
MEX-5 binding – C. elegans MEX-5 TCR-2 RNA binding activity | Q9XUB2 | MEX-5/FITC-TCR2 RNA binding, fluorescence polarization; hits give low values | activity score (negative = inhibition of binding), % at 10 µM | actives 0.38% (n = 300,000) | AID 1832;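 active = inhibition past about -25% in most replicates, and total fluorescence under double the plate's negative control median, limit read from the data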;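 also: 0% = DMSO and -100% = 5 µM competing unlabeled TCR2 RNA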
Target sequence (Q9XUB2 whole entry, looked up): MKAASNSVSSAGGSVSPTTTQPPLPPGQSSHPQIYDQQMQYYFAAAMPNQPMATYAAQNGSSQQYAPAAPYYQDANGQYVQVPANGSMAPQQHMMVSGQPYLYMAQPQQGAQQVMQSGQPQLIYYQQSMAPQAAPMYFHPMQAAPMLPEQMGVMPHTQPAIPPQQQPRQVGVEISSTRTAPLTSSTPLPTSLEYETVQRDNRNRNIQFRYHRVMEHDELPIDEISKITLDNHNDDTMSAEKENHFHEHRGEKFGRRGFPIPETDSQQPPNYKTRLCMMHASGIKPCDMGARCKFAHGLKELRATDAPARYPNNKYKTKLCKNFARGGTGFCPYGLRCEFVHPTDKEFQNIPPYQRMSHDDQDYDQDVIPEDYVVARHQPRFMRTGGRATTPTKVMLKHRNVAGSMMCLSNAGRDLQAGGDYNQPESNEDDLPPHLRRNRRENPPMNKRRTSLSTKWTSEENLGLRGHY
EBNA-1 inhibitor – blocks EBNA-1 binding to DNA; EBNA-1 DNA binding, fluorescence polarization; inhibition, % at 14.8 µM; actives 0.34% (n = 300,000); in the data active = inhibition above about 28%
Bcl-xL primary – inhibitors of human Bcl-xL; AID 2129; actives 0.7% (n = 320,000); GST-Bcl-xL / FITC-Bim BH3 peptide fluorescence polarization; inhibition, % at 10.9 µM; Q07817;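 active = inhibition above the mean of all tested compounds plus 3 SD, cutoff set per campaign, cut at about 30% in these data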;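 also: 0% = DMSO wells and 100% = unlabeled Bim-BH3 peptide competitor; inhibitors lower millipolarization by displacing the labeled peptide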
ZTA counter – blocks Epstein-Barr virus ZTA, an EBNA-1 counter-screen; P03206; ZTA-DNA binding, fluorescence polarization; inhibition, % at 11 µM; actives 0.15% (n = 320,000); in the data active = inhibition above about 33%
Target sequence (P03206 whole entry, looked up): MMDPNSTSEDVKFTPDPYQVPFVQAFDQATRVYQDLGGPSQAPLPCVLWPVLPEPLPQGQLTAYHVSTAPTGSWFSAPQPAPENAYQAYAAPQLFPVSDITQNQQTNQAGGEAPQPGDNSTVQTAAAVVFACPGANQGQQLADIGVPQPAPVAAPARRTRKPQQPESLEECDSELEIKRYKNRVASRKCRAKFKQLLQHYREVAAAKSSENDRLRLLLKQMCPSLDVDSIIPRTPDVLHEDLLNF
Efflux pump mplx – inhibitors of Candida antifungal efflux pumps expressed in yeast | S. cerevisiae Candida pump triplex, Nile Red efflux | inhibition, % at 10 µM | actives 0.44% (n = 330,000) | AID 485275;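 active = plate passing quality check with inhibition over a set limit, or well fluorescence over plate mean plus 4 SD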;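 also: Nile Red retained in pooled yeast measured as flow cytometry median fluorescence; 0% = buffer negative control and 100% = Enniatin B positive control; higher means more Nile Red kept so more efflux inhibition; some compounds called inactive have numbers as strong as hits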
GLD-1 TGE inh – GLD-1-TGE RNA interaction inhibition (C. elegans); Q17339; purified GLD-1 + fluorescein TGE RNA, fluorescence polarization; inhibition, % at 5.96 µM; actives 0.44% (n = 320,000); AID 2280;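 active = percent inhibition above a per-plate cutoff, the plate mean of test compounds plus 3 SD, cut at about 30% in these data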;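 also: 0% = DMSO wells with GLD-1 and probe and 100% = wells lacking GLD-1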
Active calls of the source: *; . = no result given.

SMILES	MCL1 BIM primary	CR mimetic SO	Fam108B inh	MEX-5 binding	EBNA-1 inhibitor	Bcl-xL primary	ZTA counter	Efflux pump mplx	GLD-1 TGE inh
CCCCSc1nc2c(=O)[nH][nH]c(=O)c2n1Cc1ccccc1	-4	94	2	-2.3	2	0	1	0.4	4
COc1cc(OC)c(C2C(C(=O)O)c3ccccc3C(=O)N2C)cc1OC (stereo not given)	8	97	4	0.7	5	7	-12	-0.3	0
O=C(Nc1ccc(Cl)cc1)c1nc[nH]c1C(=O)NCc1ccccc1	-3	129	.	.	.	-1	-1	-0.2	4
Cc1cccc(CSc2ncnc3ccccc23)c1	2	85	1	2.7	12	3	-23	-0.1	-2
COCC(=O)OCC(=O)Nc1ccccc1-c1ccccc1	-2	87	-2	1.6	-1	-6	15	0.0	-4
O=C(COC(=O)CCS(=O)(=O)c1ccc(F)cc1)NC1CCCCC1	2	92	.	.	.	6	-3	-0.1	5
Cc1ccc(-n2cnc3c(sc4nccc(N(C)C)c43)c2=O)cc1	8	96	2	1.1	-2	10	-3	-0.1	0
COc1ccc(CNC(=O)CNC(=O)c2cccs2)c(OC)c1	4	84	-2	0.4	4	1	11	0.0	-2
CC1(C)Cc2cccc(C(=O)Nc3ccncc3)c2O1	-2	91	3	-0.4	3	1	7	0.0	-1
CC(Oc1ccccc1)C(=O)Nc1ccc(S(=O)(=O)N2CCN(C)CC2)cc1 (stereo not given)	0	99	3	-0.9	-9	2	-5	0.1	3
CC(OC(=O)c1ccccn1)C(=O)Nc1ccc2c(c1)OCCO2 (stereo not given)	22	117	.	.	.	1	-13	0.0	-3
CCOC(=O)C1(C)NC(c2cccs2)C2C(=O)N(c3ccc(C)cc3)C(=O)C21 (stereo not given)	3	106	2	1.3	-15	-1	-15	0.1	0
O=C(Nc1cccc(-c2nc3ccccc3c(=O)o2)c1)c1ccccc1	2	116	-41	-0.1	6	11	17	0.1	3
CCOC(=O)c1c(C)[nH]c(C)c1C(=O)CSc1nncs1	3	98	1	1.3	6	-1	-3	-0.1	1
O=C(Cc1cccs1)NC1(C(=O)NC2CCCC2)CCCCC1	-2	94	0	2.0	1	0	1	-0.3	2
COC(=O)c1ccc(C2NC(=O)c3c(sc(C)c3C)N2)cc1 (stereo not given)	15	87	8	1.7	-2	13	-2	0.1	-2
COc1ccc(/C=C\C(=O)NCC(=O)N/N=C/c2cccc(OC)c2O)cc1	-2	125	-7	3.0	6	-4	8	0.5	1
CCOc1cc(/C=C2\C(=O)N(CCc3ccc(OC)c(OC)c3)C(C)=C2C(=O)OC)ccc1O	6	110	1	2.5	-9	10	-9	0.6	7
COc1ccc(OCCCC(=O)OCC(=O)Nc2sccc2C(N)=O)cc1	2	105	0	1.5	-4	4	-16	-0.1	-5
COc1ccc(-c2sc3ccc(OC)cc3c2C#CCCO)cc1	-6	114	-12	3.3	0	1	4	0.1	1
O=C(CSc1nnc(C2COc3ccccc3O2)o1)N1CCN(c2ccccc2)CC1 (stereo not given)	-9	98	-2	0.7	-13	-6	-6	0.5	-5
C/C(CC1CC(C)(C)OC1=O)=N\NC(N)=S (stereo not given)	9	108	1	-0.3	8	9	12	0.0	1
Cc1cc(C)n2nc(SCC(=O)NC3CCCCC3C)nc2n1 (stereo not given)	5	93	1	1.5	15	4	13	0.1	7
COC(=O)c1ccc(NC(=O)C(=O)N2CCN(C(=S)Nc3cccc(C)c3C)CC2)cc1	-2	98	6	1.2	8	4	-11	-0.1	-1
Clc1ccc(-c2nnc(C34CC5CC(CC(C5)C3)C4)o2)cn1	-2	81	2	-1.1	10	2	2	0.0	-4

Only Efflux pump mplx, Bcl-xL primary and MEX-5 binding, for some of the entries so far:
| Molecule | Efflux pump mplx | Bcl-xL primary | MEX-5 binding |
| --- | --- | --- | --- |
| COc1ccc(-c2sc3ccc(OC)cc3c2C#CCCO)cc1 | 0.1 | 1 | 3.3 |
| O=C(CSc1nnc(C2COc3ccccc3O2)o1)N1CCN(c2ccccc2)CC1 (stereo not given) | 0.5 | -6 | 0.7 |

The list goes on.
SMILES	MCL1 BIM primary	CR mimetic SO	Fam108B inh	MEX-5 binding	EBNA-1 inhibitor	Bcl-xL primary	ZTA counter	Efflux pump mplx	GLD-1 TGE inh
Cc1csc(N/N=C\c2cccnc2)n1	-3	107	-6	-2.1	-13	-3	8	0.4	-10
CCCCC(=O)Nc1cccc(NC(=O)c2ccc3c(c2)OCO3)c1	1	104	-5	2.9	-3	1	2	0.0	9
O=C1COc2ccc(C(=O)COC(=O)Cc3ccc(Cl)cc3)cc2N1	-5	97	0	-3.1	8	-6	23	-0.1	3
C(=N\n1cnnc1)/c1ccc2c(c1)OCO2	2	97	-1	-1.3	1	-1	9	0.0	1
Cc1ncc(CO)c(/C=N/NC(=O)c2ccc(Br)cc2)c1O	12	107	1	-0.4	-10	11	-19	0.0	15
Cc1ccc(SCc2cc(=O)[nH]c(/N=C(\N)Nc3ccccc3Sc3ccccc3)n2)cc1	2	101	-1	2.4	-4	4	6	0.6	2
CCn1c(=O)c2c(n3c(=S)[nH]nc13)-c1ccccc1CC21CCCCC1	-11	104	-3	-1.7	13	0	6	0.0	6
CC(=O)c1sc(NC(=O)c2cccc3ccccc23)nc1C	2	97	2	-3.9	1	6	-2	0.0	2
O=C(CSc1nc2ccccc2[nH]1)Nc1ccc(N2CCOCC2)cc1	-2	105	3	1.8	-5	-5	22	3.1	-4
COCCCNC(=O)c1cc(C)nn1-c1ccccc1	5	105	-4	-0.9	-7	-1	-6	-0.2	1
CSc1nc(Cl)cc(N2CCOCC2)n1	4	99	-1	-2.8	-2	6	13	0.0	-1
Cc1ccc(S(=O)(=O)NC2=NCN(C(C)C)CN2)cc1	0	96	-2	-1.2	2	2	6	-0.2	-1
N#CCC(=O)Nc1ccc(C(=O)NNC(=O)CCN2CCN(c3ccccc3)CC2)cc1	-10	93	.	.	.	-5	7	-0.2	-6
Cc1ccc(C(=O)N2CCOCC2)cc1S(=O)(=O)Nc1cccc(C)c1C	4	96	5	1.4	0	-1	-7	-0.1	-6
COc1ccc(CC(=O)N2CCN(c3ccccc3)CC2)cc1	-1	99	5	1.2	-5	-2	2	-0.2	-1
CCOC(=O)C(Cc1ccc(O)cc1)NC(=O)CCc1c[nH]c2ccccc12 (stereo not given)	-4	97	-5	-0.5	1	1	5	0.0	1
CCOC(=O)C1=C(C)Nc2ccccc2N/C1=N\S(=O)(=O)c1ccc(Cl)cc1	3	79	.	.	.	6	-2	-0.2	4
Cc1nc2cc(-c3ccc(F)cc3)[nH]n2c(=O)c1C	-5	95	-3	4.3	2	3	11	-0.1	7
Cc1ccc(CN2CCN(CC(=O)N3CCc4ccccc4C3)C2=O)cc1	1	92	-2	-1.7	-5	0	-7	-0.1	-6
O=C(Cn1cnc2c(nnn2Cc2ccc(Cl)cc2)c1=O)c1ccccc1	-11	100	4	0.7	26	1	-2	0.1	4
COCC1CCCCN1Cc1cn(-c2ccccc2)nc1-c1ccc2c(c1)OCO2 (stereo not given)	0	92	3	0.6	-8	2	3	0.1	2
COc1ccc(O)c(C(=O)CC(=O)c2ccc(F)cc2)c1	-2	99	-5	0.6	-10	-1	1	0.0	2
O=C(/C(=C\c1ccccc1)c1nc2ccccc2[nH]1)c1ccc(Cl)cc1	2	95	-17	-1.4	-2	4	-2	0.2	2
COC(=O)c1ccc(NC(C)=O)o1	3	116	-1	-0.7	14	7	17	-0.3	5
O=C(Nc1ccc(Cl)c(S(=O)(=O)N2CCOCC2)c1)c1ccccn1	3	102	-3	-2.5	-4	8	-5	-0.2	7

By substructure, the compounds so far containing fluorine (3)
SMILES	MCL1 BIM primary	CR mimetic SO	Fam108B inh	MEX-5 binding	EBNA-1 inhibitor	Bcl-xL primary	ZTA counter	Efflux pump mplx	GLD-1 TGE inh
O=C(COC(=O)CCS(=O)(=O)c1ccc(F)cc1)NC1CCCCC1	2	92	.	.	.	6	-3	-0.1	5
Cc1nc2cc(-c3ccc(F)cc3)[nH]n2c(=O)c1C	-5	95	-3	4.3	2	3	11	-0.1	7
COc1ccc(O)c(C(=O)CC(=O)c2ccc(F)cc2)c1	-2	99	-5	0.6	-10	-1	1	0.0	2

(further entries)
SMILES	MCL1 BIM primary	CR mimetic SO	Fam108B inh	MEX-5 binding	EBNA-1 inhibitor	Bcl-xL primary	ZTA counter	Efflux pump mplx	GLD-1 TGE inh
CN(C)C1NC(=O)c2cc(-c3ccccc3)sc2N1 (stereo not given)	8	104	1	-4.1	-1	6	5	-0.1	-1
CSCC[C@H](NC(=O)[C@H]1CC[C@H](CNC(=O)[C@@H](N)Cc2ccccc2)CC1)C(=O)O	7	118	3	-0.4	9	6	-7	0.0	4
CC(C)Cc1nc2sc3c(=O)n(N)cnc3c2c2c1COC(C)(C)C2	2	102	4	1.1	-6	2	-3	-0.3	4
CS(=O)(=O)Nc1ccc(C2=NN(C(=O)C3CCCCC3)C(c3cccs3)C2)cc1 (stereo not given)	2	88	-4	9.3	1	4	20	-1.1	8
CCOC(=O)N1CCN(C(=O)c2cccc(S(=O)(=O)Nc3ccc(Br)cc3)c2)CC1	10	96	2	2.2	-1	7	2	-0.1	8
O=C(CSc1nncs1)Nc1cc(-c2ccccc2)nn1-c1ccccc1	0	95	-3	-1.1	5	2	5	0.2	11
O=C(NCc1ccccc1F)C1CCCN1S(=O)(=O)c1ccc(F)cc1 (stereo not given)	7	114	-1	1.5	-11	8	-2	0.1	2
COc1ccc(-c2c(C#Cc3ccccc3)c3ccccc3n2C)cc1	0	105	-4	-0.9	2	5	15	-0.1	5
Cc1ccc(OCCNC(=O)CN2C(=O)NC3(CCCC3)C2=O)cc1	-24	99	-1	0.1	3	-14	10	0.0	-1
O=C(CSC1=NS(=O)(=O)c2cc(F)ccc2N1)NCCc1ccccc1	-1	94	0	0.5	10	-2	4	-0.1	6
CC(=O)Nc1ccc(NC(=O)CSc2ccc(-c3cccnc3)nn2)cc1	9	110	3	1.0	5	8	3	0.0	6
CC[C@H](C)/C=C(C)/C=C/C(=O)Cc1cc(O)c(C)c(O)c1C=O	22	82	-11	-6.1	11	18	10	0.1	17
Cc1ccc(S(=O)(=O)N(Cc2cccc(C(F)(F)F)c2)C(=O)N2CCN(C)CC2)cc1	-1	96	-1	-0.4	1	3	2	0.0	0
CCOC(=O)C(C)Sc1ncc(OC)c(=O)[nH]1 (stereo not given)	2	105	-2	2.4	2	-1	-8	-0.2	-1
O=C(Nc1cccc(F)c1)Nc1ccc2c(c1)CCC2	-2	111	-1	-0.8	-5	-6	0	0.0	1
COc1ccc(CNC(=O)[C@H](C)NC(=O)C2CCN(S(=O)(=O)c3ccc(F)cc3)CC2)cc1	-7	91	1	-1.2	3	3	3	0.1	4
COc1ccccc1CNn1c(-c2cccc(C)c2)nc2ccccc2c1=O	8	90	-1	-0.3	-8	9	-20	0.0	-1
NC(=O)c1c(-c2ccc(Cl)cc2Cl)csc1NC(=O)Cc1ccccc1	-5	102	-2	-0.1	29*	-2	-11	-0.2	6
CCOC(=O)c1sc2nc(-c3ccco3)c3c(c2c1N)CC(C)(C)OC3	2	125	0	0.4	-7	3	-8	0.3	-8
CCCCC(CC)C(=O)N1CCN(C(=O)c2ccco2)CC1 (stereo not given)	6	94	1	-0.8	-5	7	-3	0.0	-1
COC(=O)c1cn(C(=O)c2ccc(Br)o2)c2ccccc12	-3	128	-4	0.0	-14	1	-14	0.3	-4
Cc1nc(N2CCCC2)c2nnn(Cc3ccccc3Cl)c2n1	1	109	-3	-0.6	3	2	1	-0.2	10
CC(C)c1ccc(O)c(NC(=S)NC(=O)CCc2ccccc2)c1	12	101	2	3.2	3	5	-10	0.0	-2
COc1cccc(C2=NN(S(C)(=O)=O)C(c3cccs3)C2)c1 (stereo not given)	-3	95	-3	3.2	-13	-4	-8	0.2	-7
CCOc1cc(C(=O)NCCOC)cc(OCC)c1OCC	0	113	2	2.0	5	7	2	0.1	10
